Assay outcomes as filed in PubChem.
SENP7 inh – SENP7 protease inhibition; recombinant SENP7, Z-RLRGG-aminoluciferin luminescence, 40 min; inhibition, % at 5 µM; actives 1.5% (n = 330,000); AID 434973;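 active means inhibition above about 50% at the single test dose, limit read from the data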;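 further: plate controls were DMSO with enzyme for no effect and no enzyme buffer wells for full effect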
HKDC1 inhibitor – blocks human hexokinase HKDC1 activity | Q2TB90 | actives 0.16% (n = 340,000) | inhibition, % at 20 µM | recombinant HKDC1, G6PDH/diaphorase resazurin coupled fluorescence;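 active means inhibition above about 35% when tested at 20 µM, limit read from the data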;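 further: plate controls were DMSO wells with enzyme for no effect and DMSO wells lacking enzyme for full effect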
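Material: recombinant HKDC1 hexokinase; Amount: HKDC1 at 5 µg/mL; Medium: Tris pH 8.0 buffer with MgCl2, Tween-20, BSA, BME; Schedule: 90 min reaction incubation at room temperature, dark; Technique: coupled resazurin fluorescence, excitation 525 nm, emission 613 nm.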
SENP1 FRET inh – blocks the human SENP1 SUMO protease catalytic domain; Q9P0U3; recombinant SENP1 catalytic domain, CyPet-SUMO1-YPet FRET cleavage; inhibition, % at 10 µM; actives 0.21% (n = 360,000);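 active means inhibition at least 30% at 10 µM, raw YFP signal under a set limit, fluorescence ratio 0.5 to 1.5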;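 further: 0% = enzyme with DMSO and 100% = no enzyme wells; some results filed as inactive read as strong as hits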
Target sequence (Q9P0U3 419-644 limits assumed): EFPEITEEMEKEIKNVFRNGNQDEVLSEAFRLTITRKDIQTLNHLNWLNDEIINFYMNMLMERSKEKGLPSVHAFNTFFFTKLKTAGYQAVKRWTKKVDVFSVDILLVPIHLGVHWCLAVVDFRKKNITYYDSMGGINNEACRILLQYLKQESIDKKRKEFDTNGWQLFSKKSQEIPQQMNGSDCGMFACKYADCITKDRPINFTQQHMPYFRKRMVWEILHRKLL
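Test system: recombinant human SENP1 catalytic domain, His6-tagged / Medium: pH 8 Tris buffer with EDTA, NaCl, BME, BSA, NP40, catalase / Also added: SUMO1 FRET substrate flanked by Cypet and Ypet, 25 nM / Times: 50 min reaction at room temperature / Signal: FRET, CFP and YFP emission / Control set: no-enzyme low control and enzyme-plus-DMSO high control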
SENP8 block-1 – blocks the human protease SENP8 | Q96LD8 | inhibition, % at 10 µM | actives 1.2% (n = 330,000) | AID 2540 | purified SENP8, Z-RLRGG-aminoluciferin cleavage, luminescence; in the data active means inhibition above about 50%
Target sequence (Q96LD8 whole entry, looked up): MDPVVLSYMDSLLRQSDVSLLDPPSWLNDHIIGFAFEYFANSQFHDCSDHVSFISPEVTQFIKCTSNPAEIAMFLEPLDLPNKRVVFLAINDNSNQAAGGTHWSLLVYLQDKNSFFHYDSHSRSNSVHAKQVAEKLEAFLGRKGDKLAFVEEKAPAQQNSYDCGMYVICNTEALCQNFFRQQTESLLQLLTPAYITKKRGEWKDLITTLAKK
SENP8 block-2 – blocks human SENP8 cleavage of Nedd8 substrate; actives 0.64% (n = 360,000); recombinant SENP8, Nedd8 substrate fluorescence; AID 602440; inhibition, % at 20 µM; in the data active means inhibition mostly above about 40%, no sharp cut-off; inactive means mostly below about 27%
SENP6 block – blocks the human protease SENP6. Q9GZR1. Recombinant SENP6 catalytic domain, aminoluciferin luminescence. inhibition, % at 10 µM. actives 1.8% (n = 330,000). AID 2599;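 active means inhibition above about 50% at the single tested dose, limit read from the data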;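 further: plate controls were DMSO wells with enzyme for no effect and DMSO wells lacking enzyme for full effect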
Target sequence (Q9GZR1 628-1112 limits assumed): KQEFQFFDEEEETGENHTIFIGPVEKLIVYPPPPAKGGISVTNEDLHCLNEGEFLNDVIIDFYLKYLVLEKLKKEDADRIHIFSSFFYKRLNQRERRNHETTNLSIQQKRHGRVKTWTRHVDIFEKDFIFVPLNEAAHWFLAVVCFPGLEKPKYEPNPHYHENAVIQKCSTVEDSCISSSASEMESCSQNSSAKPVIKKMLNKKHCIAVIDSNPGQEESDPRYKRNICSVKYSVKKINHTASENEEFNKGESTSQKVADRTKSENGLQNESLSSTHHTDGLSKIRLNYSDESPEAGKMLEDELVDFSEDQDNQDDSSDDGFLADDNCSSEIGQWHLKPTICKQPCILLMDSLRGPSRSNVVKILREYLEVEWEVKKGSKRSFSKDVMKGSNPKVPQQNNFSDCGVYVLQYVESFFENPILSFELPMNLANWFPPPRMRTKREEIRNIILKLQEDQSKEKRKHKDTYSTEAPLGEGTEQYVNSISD
Apaf1 inhib – human Apaf-1 inhibition; O14727; reconstituted apoptosome caspase-3 activity, DEVD-Rh110 fluorescence; inhibition, % at 20 µM; actives 0.71% (n = 330,000); AID 489030; active means inhibition of at least 40% at 20 µM;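 further: plate controls were DMSO wells for no effect and DEVD-CHO caspase inhibitor wells for full effect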
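Assay system – apoptosome proteins · Medium – Hepes buffer, pH 7.5 · Also added – cytochrome c with DEVD-Rh110 · Timing – 30 min compound preincubation, 50 min activation, room temperature · Detection – Rh110 fluorescence, excitation 480 nm, emission 540 nm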
PfGluPho inh – PfG6PD (Plasmodium falciparum) enzyme inhibition; inhibition, % at 20 µM; actives 0.78% (n = 350,000); PfGluPho enzyme, NADPH resazurin-diaphorase fluorescence; AID 504690;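 active means inhibition reaching at least a set limit at 20 µM in the primary screen, cut at about 59% in these data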;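 further: 0% = DMSO wells with substrate and 100% = DMSO wells lacking glucose-6-phosphate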
* = called active by the depositor; / = no result given.

SMILES	SENP7 inh	HKDC1 inhibitor	SENP1 FRET inh	SENP8 block-1	SENP8 block-2	SENP6 block	Apaf1 inhib	PfGluPho inh
Cc1cc(C)cc(OCC(=O)NN2Cc3ccccc3C2=N)c1	8	-3	1	-6	13	8	2	-8
Cn1nc(C(F)(F)F)c(-c2ccccc2)c1N	-3	-6	0	8	9	-8	-15	-4
Cn1c(CCc2nc3ccccc3[nH]2)n[nH]c1=S	5	-9	0	-4	6	-6	-7	16
O=C(c1ccc(-c2ccccc2)cc1)N1CCCC1	5	-2	-1	1	9	20	14	-2
C/C(=C\c1cc(C(=O)O)c(C)o1)CO	9	-1	0	1	12	6	1	-6
Cc1ccc(C(=O)OCc2nnc(-c3ccccc3)o2)o1	5	0	1	-5	7	-7	6	-1
O=c1c2ccccc2cnn1Cc1n[nH]c(=S)n1C1CC2CCC1C2 (configuration not stated)	9	-8	3	1	6	-15	-6	40
O=c1/c(=C\c2cccc(O)c2)sc2nc(-c3ccccc3)c(-c3ccccc3)n12	3	9	4	1	7	-1	12	22
Nc1ccc(C(=O)NCCCCCCNC(=O)c2ccc(N)cc2)cc1	-7	-5	2	-11	7	-9	-5	-10
O=C(CSCc1ccccc1Br)N/N=C/c1ccccc1C(=O)O	0	-7	4	11	4	1	5	-12
NC(=O)NCc1ccc(C(=O)OCc2ccncc2)cc1	7	-1	1	0	15	-1	3	-6
CCOC(=O)C1=CN(CC)S(=O)(=O)NC1c1ccc(C(F)(F)F)cc1 (configuration not stated)	-2	-4	0	/	-27	/	14	15
COc1ccc(N2CCN(C(=O)C3CCN(S(=O)(=O)c4ccccc4)CC3)CC2)cc1	14	3	2	3	-6	10	2	10
O=[N+]([O-])c1ccc(/C=N/NC(=S)Nc2ccc(Cl)cc2Cl)s1	6	-15	-27	7	20	20	-16	7
O=C(NCC1CCCO1)C1c2ccccc2Oc2ccccc21 (configuration not stated)	-1	-13	1	-1	0	-8	2	4
COc1cc(/C=N/NC(=O)c2nnn(-c3nonc3N)c2-c2cccs2)ccc1O	1	-1	2	9	-53	5	-5	29
O=C(CSc1nnc(-c2ccccc2)o1)OCc1ccccc1	2	3	-1	-7	10	-7	5	-2
COc1ccc([N+](=O)[O-])cc1N/C(=N/S(=O)(=O)c1ccccc1)c1ccccc1	8	8	2	1	20	11	16	1
CCN1CCN(S(=O)(=O)Cc2ccccc2)CC1	-3	6	2	1	9	-29	-24	-8
Cc1cccc(N2C(=O)C(Cl)=C(N3CCOCC3)C2=O)c1	-12	1	6	-4	46*	0	1	22

Quoted from the listing:
Under Apaf1 inhib, `COc1cc(/C=N/NC(=O)c2nnn(-c3nonc3N)c2-c2cccs2)ccc1O` has -5
Under SENP7 inh, `O=C(c1ccc(-c2ccccc2)cc1)N1CCCC1` has 5

A stretch of the results above, for reference:
SMILES	SENP7 inh	HKDC1 inhibitor	SENP1 FRET inh	SENP8 block-1	SENP8 block-2	SENP6 block	Apaf1 inhib	PfGluPho inh
COc1cc(/C=N/NC(=O)c2nnn(-c3nonc3N)c2-c2cccs2)ccc1O	1	-1	2	9	-53	5	-5	29
O=C(CSc1nnc(-c2ccccc2)o1)OCc1ccccc1	2	3	-1	-7	10	-7	5	-2
COc1ccc([N+](=O)[O-])cc1N/C(=N/S(=O)(=O)c1ccccc1)c1ccccc1	8	8	2	1	20	11	16	1
CCN1CCN(S(=O)(=O)Cc2ccccc2)CC1	-3	6	2	1	9	-29	-24	-8
Cc1cccc(N2C(=O)C(Cl)=C(N3CCOCC3)C2=O)c1	-12	1	6	-4	46*	0	1	22

The main list resumes with the two entries that preceded the break.
SMILES	SENP7 inh	HKDC1 inhibitor	SENP1 FRET inh	SENP8 block-1	SENP8 block-2	SENP6 block	Apaf1 inhib	PfGluPho inh
CCN1CCN(S(=O)(=O)Cc2ccccc2)CC1	-3	6	2	1	9	-29	-24	-8
Cc1cccc(N2C(=O)C(Cl)=C(N3CCOCC3)C2=O)c1	-12	1	6	-4	46*	0	1	22
O=S(=O)(NCCC1=CCCCC1)c1cccc(Br)c1	10	8	2	5	12	-8	25	12
Cc1nonc1NC(=O)Nc1cccnc1	3	-3	2	-5	6	-29	1	14
Cc1cc(CN2CCN(CC(=O)Nc3cc(C(F)(F)F)ccc3-n3cncn3)CC2)no1	6	-5	-4	9	-2	-9	-7	-1
COCc1cc(=O)[nH]c(SCC(=O)N2CCOCC2)n1	-3	-9	0	0	6	-9	22	5
Cc1nc(=O)c(-c2ccccc2)c(C)n1-c1ccc(Br)cc1	6	0	-1	3	9	-4	-26	0
O=C(COC(=O)c1cc2c(s1)CCC2)Nc1ccc(F)cc1	-6	3	-33	-1	-149	-17	22	-10
CC(NC(=O)COC(=O)c1cc(=O)c2ccccc2o1)c1ccccc1 (configuration not stated)	-6	-5	1	-12	0	1	0	9
CC1=CCC2C(=O)N(c3ccc(C)cc3)C(=O)C2C1 (configuration not stated)	-1	-6	-4	15	13	-6	-3	-9
O=C(CN1C(=O)c2ccccc2C1=O)Nc1ccc(-c2nc3ccccc3o2)cc1	-4	-5	-2	-5	-26	5	7	-18
CCN1CCN(S(=O)(=O)c2ccc(Cl)c(C(=O)N(CC)CC(=O)Nc3ccc(OC)cc3)c2)CC1	1	-2	0	-5	4	4	3	7
COc1ccc(NC(=O)C2CC(c3ccc(Cl)cc3)=NO2)cc1OC (configuration not stated)	-1	1	0	-4	9	0	-12	8
CCC(c1nnnn1CC1CCCO1)N(CCN1CCOCC1)Cc1cc2cc(C)ccc2[nH]c1=O (configuration not stated)	/	-4	-26	/	-239	/	/	-6
O=C(NC(=S)Nc1ccc2c(c1)OCCO2)c1ccco1	2	0	0	14	1	22	6	11
Cc1ccc(S(=O)(=O)N2CCCCC2)cc1C(=O)N1CCN(CCO)CC1	3	2	0	4	12	1	-9	-2
CCC(=O)N1N=C(c2c(-c3ccccc3)c3cc(Cl)ccc3[nH]c2=O)CC1c1ccco1 (configuration not stated)	-4	-16	-4	-12	-146	-13	24	-3
N#Cc1ccc(C(=O)CN2CCN(c3ccccc3)CC2)cc1	3	6	-1	1	-3	-30	-5	-10
CN(Cc1cn(C)nc1-c1ccc(Oc2ccccc2)cc1)CC1COCCO1 (configuration not stated)	2	-3	-1	1	6	-3	-17	1
Cc1cc(NC(=O)C(C)Sc2nnc(NCc3ccco3)s2)no1 (configuration not stated)	0	-3	-2	0	3	2	-5	14
CC[C@H](C)[C@H]1CNC(=O)C(=O)N1CC1CCN(CCCc2ccc(OC)c(OC)c2)CC1	/	-4	-7	/	1	/	/	2
O=C(O)c1cc(-c2ccc(N3CCOCC3)cc2)nn1-c1ccc(F)cc1F	-7	-9	-1	-11	-111	-3	-2	-6
Cc1cc(Br)ccc1NC(=S)Nc1cccc([N+](=O)[O-])c1	4	10	-1	-4	9	-19	1	-13
COc1ccc(/C=C/C(=O)OCC(=O)N2CCN(S(=O)(=O)c3ccc(C)cc3C)CC2)cc1OC	/	-2	1	/	-344	/	/	0
COC(=O)COc1ccc(S(=O)(=O)N2CCN(c3ccc(F)cc3)CC2)cc1	-14	6	0	-10	6	-9	-6	-15
CSc1nc(-c2ccccc2)c(-c2ccccc2)[nH]1	3	3	2	5	-295	-9	12	1
C=CCON/C(CCC)=C1\C(=O)C(C(=O)OC)C(C)(C)CC1=NC (configuration not stated)	-1	-14	1	0	9	-2	11	-13
Oc1c(Br)cccc1/C=N/Nc1c(F)c(F)c(F)c(F)c1F	6	0	-1	-8	12	-8	0	18
C=CCn1c(COc2cccc(C)c2)nnc1SCC(=O)NC(=O)NCc1ccco1	-8	1	0	-14	3	-16	21	1
O=C(Nn1cnnc1)c1ccc(Br)s1	-4	-6	2	-5	14	13	11	1
O=C(CN(Cc1ccco1)C(=O)CNS(=O)(=O)c1ccc(F)cc1)NCc1ccco1	9	-6	2	9	20	-2	-4	0
CCOC(=O)N1CCC(NC(=O)c2ccc3c(c2)sc2nc(-c4ccccc4)cn23)CC1	-2	4	-12	3	-493	-10	15	36
O=C(CCN1C(=O)c2ccccc2C1=O)C1=NN[C@@H]2C(=O)N(c3ccc4c(c3)OCCO4)C(=O)[C@H]12	-2	-4	2	7	2	1	-8	-9
CCOc1cc(-c2nnn(CC(=O)N3CCCCC3)n2)ccc1OC	0	-5	0	2	13	-2	-5	16
O=C(NCC1CCCO1)c1ccccc1-c1nc(-c2ccc(F)cc2)no1 (configuration not stated)	1	-4	-1	1	18	-1	0	0
O=C(CCCN1C(=O)c2cccc3cccc(c23)C1=O)Nc1nccs1	-2	-2	0	-1	-147	1	-9	-2
COc1cc(-c2nc3ccc4ccccc4c3c3c2CCC3)cc(OC)c1O	2	-2	3	0	-324	10	37	15
CC(=O)NC1=NN(C(C)=O)C2(CCCC2)S1	-1	-1	1	6	10	-15	5	2
COc1cc2c(cc1O)C(Cc1ccc(O)cc1)NCC2 (configuration not stated)	16	-2	-1	-11	17	-8	3	0
COc1ccc(OCC(O)CNC2CCCC2)cc1 (configuration not stated)	5	-8	2	2	4	0	0	2
COCCn1c(SCC(=O)N2CC(C)OC(C)C2)nc2c([nH]c3ccccc32)c1=O (configuration not stated)	-15	-6	0	-17	-28	-7	6	14
COc1cccc(NC(=O)c2ccccc2SC)c1	-6	-8	2	0	1	-6	-4	17
CC(=O)NC1=NN(c2ccccc2)C(=O)C1	-4	-4	3	2	22	17	15	-4
CCOc1ccc(C(=O)Nc2nnc(S(=O)(=O)N(C)Cc3ccco3)s2)cc1	-5	-3	-5	16	-281	20	6	-6
COc1ccc(C)cc1S(=O)(=O)N(C)CC(=O)N1CCCCC1	-3	-8	1	-6	8	-11	-21	-17
O=C(C1CCCN1S(=O)(=O)c1cccc2cccnc12)N1CCN(c2ccccc2)CC1 (configuration not stated)	1	0	-8	2	2	-3	-7	4
Cn1c(SCC(=O)c2ccc(F)cc2)nnc1-c1ccccn1	-4	0	2	-11	18	-9	2	5
COc1cc(CN2CCCC(CO)(Cc3ccccc3F)C2)ccc1O (configuration not stated)	-5	9	0	-8	9	-2	-11	-1
CCOC(=O)CCCNC(=O)COC(=O)[C@@H]1CCCN1S(=O)(=O)c1ccc(Cl)cc1	-6	-5	3	1	5	-5	8	2
CCNC(=O)c1ccccc1SCc1ccccc1	9	-2	-1	1	4	11	9	-4
CN(CCCNC(=O)Cn1c(=O)c2cccn2c2ccccc21)Cc1ccccc1	-4	-6	1	-2	14	-7	7	-2
Cc1ccc(C)c(NC(=O)CCC(=O)NNC(=O)c2cccc([N+](=O)[O-])c2)c1	-10	-8	0	-13	9	-22	4	-2
CC1CC(CCC(=O)NC(=S)Nc2ccc(S(N)(=O)=O)cc2)C(=O)O1 (configuration not stated)	-1	-7	1	-3	5	-9	8	8
COCCCN1CC(=O)N2C(c3ccc(OC)c(OC)c3)c3[nH]c4ccccc4c3C[C@H]2C1=O (some centres not stated)	-6	1	-9	0	3	-9	7	0
Cc1ccc(-c2cc(C(F)F)n3ncc(C(=O)Nc4ccc(S(=O)(=O)Nc5ccccc5C)cc4)c3n2)cc1	6	-7	-29	-8	-170	-19	7	-4
CCOc1ccccc1C(=O)N/N=C/c1coc2ccc(Cl)cc2c1=O	13	10	-5	1	-21	-5	16	-4
COc1ccc(C(=O)N(C)Cc2ccccn2)cc1OC1CCN(C(C)C)CC1	-2	-3	-5	1	3	-5	-6	2
COc1ccc(NC(=O)C2CCCN2S(=O)(=O)c2ccc3c(c2)CCC(=O)N3)cc1 (configuration not stated)	0	-1	-1	-1	5	-13	-2	7
